# Yfh1-off respiration – mitochondrial function rescue without frataxin homolog – Friedreich's ataxia, plus single-dose screen, dose response (AID 1465) | S. cerevisiae Yfh1-off respiration, WST-1 reduction, 72 h; higher fold induction means a stronger effect | fold induction at 50 µM; hits with a dose series show EC50 in µM | hit rate 0.074% among 220,000;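 active = fold induction of absorbance versus untreated yeast above a set limit, then at least 30% activation at any dose in follow-up; inconclusive = repeats straddling the limit, or above it without dose testing; inactive = fold induction below the set limit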;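 note: activators that raise dye reduction in frataxin-depleted yeast; strong numbers were not always called active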
# Autophagy mod – alters autophagy in cells. hit rate 0.98% among 190,000. MEF GFP-LC3 puncta imaging; test concentration mostly 10 µM. calls only at 10 µM (by protocol);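 active = percentage of spot-positive cells more than 3 SD above its plate mean, without a fluorescence outlier flag or 80% toxicity; inconclusive = no clear call, values can overlap the other calls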;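 note: spot-positive cell cutoff set from DMSO-treated cells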
# Hep lipid drop – modulators of hepatic lipid droplet formation. AML12 mouse hepatocytes, oleate lipid droplets, BODIPY imaging. inhibition, % at 6.5 µM. hit rate 0.4% among 240,000;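 active = lipid droplet intensity inhibited by at least 50%, with more than 500 cells counted; inconclusive = wells with under 300 cells, treated as cytotoxic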
#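 Assay system: AML12 hepatocytes (mouse) / Also added: 100 µM oleic acid challenge / Times: overnight treatment with compound plus oleate / Detection: high-content imaging of BODIPY-stained droplets and DAPI nuclei / Evaluation: % inhibition of lipid droplet signal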
# Dynein cargo inh – dynein cargo transport inhibition; z-score, hits read low; AID 1381; hit rate 0.47% among 220,000; 3617.4 mouse cells, GR-EGFP nuclear translocation imaging; test concentration mostly 20 µM; stimulated with dexamethasone, 1 µM; hits give low values;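 active = plate z-score of nuclear minus cytoplasmic receptor signal below a set negative limit, without overly bright fluorescence or cell loss, cut at about -3.5 in these data, passing the limit was not always enough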;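 note: z-score of nuclear minus cytoplasmic ring GR-EGFP intensity difference per well; some compounds called inactive have numbers as strong as hits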
#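 medium = tetracycline-free induction medium containing charcoal-stripped FBS | also added = 1.0 µM final dexamethasone stimulus | schedule = 48 h induction, 1 h compound, 30 min dex at 37 °C | technique = fixed, Hoechst-stained cells imaged at 10x for EGFP | measure = GR-EGFP nuclear translocation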
# Ins promoter up – MIN6 insulin promoter up-regulation; hit rate 0.3% among 190,000; z-score at 5 µM; AID 1625; MIN6 insulin promoter-GFP reporter, high-content imaging; hits give high values;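 active = z-score above 3 at 5 µM with at least 500 cells counted in the well; inconclusive = wells under 500 cells, flagged as cytotoxic or low count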
# MT stabilize HCS – microtubule stabilizers in HeLa cells | HeLa tubulin immunostaining HCS, 24 h; share of cells brighter than vehicle mean+2SD | % tubulin-high responders, % at 10 µM | hit rate 0.83% among 200,000 | AID 2205;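 active = plate Z-score above 3 for both tubulin-high and condensed-nucleus cell shares, with cell loss under 80%, at 10 µM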;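 note: anti alpha tubulin signal scored within the nucleus-defined area of each cell; some results filed as inactive read as strong as hits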
# WT yeast gro inh – growth inhibition of WT yeast, mitochondrial fusion screen; mitochondrial fusion phenotypic screen, WT strain; inhibition, % at 10 µM; hit rate 2.1% among 190,000; in the data active = inhibition above about 58%; tested in S. cerevisiae
# bCat nuc transl – beta-catenin nuclear translocation modulation; HeLa beta-catenin nuclear translocation, immunofluorescence imaging; nuclear translocation activity, % at 5 µM; hit rate 0.3% among 190,000;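 active = nuclear translocation activity above 50% at 5 µM, with a well cell count of 50 or more; inconclusive = wells under 50 cells across six images, flagged as toxic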;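 note: per-cell ratio of nuclear to cytoplasmic median beta-catenin stain intensity; plate controls were DMSO negative control for no effect and GSK-3 inhibitor IX positive control for full effect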
#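 System: Human HeLa cells, endogenous beta-catenin | Compound dosing: 5 µM primary, 0.02–20 µM confirmation | Timing: 24 h compound exposure at 37°C, 5% CO2 | Measured by: Fluorescence imaging of beta-catenin antibody stain plus DAPI | Read-out basis: % activation of per-cell nuclear versus cytoplasmic median beta-catenin signal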
# NOD2 inhibition – NOD2 signaling inhibitors, cell-based, luminescence, uHTS, HEK293 (AID 1566); HEK293 NOD2/NF-kB luciferase reporter, luminescence; higher % means a stronger effect; inhibition, % at 4 µM; hits with a dose series show EC50 in µM; hit rate 0.63% among 290,000; in the data active = inhibition above about 50%; note: many of its hits are not listed in these tables
# WT yeast gro inh mutant strain – recorded beside WT yeast gro inh, whose call it bears; inhibition, %; mitochondrial fusion phenotypic screen, mutant strain inhibition
# Dynein cargo inh cytoplasmic EGFP – recorded beside Dynein cargo inh, whose call it bears; z-score; measured here: cytoplasmic GR-EGFP intensity; hits give high values
# Dynein cargo inh nuclear GR-EGFP – also measured in Dynein cargo inh; calls as there; z-score; measured here: nuclear GR-EGFP intensity;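 lower value marks the stronger effect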
# Dynein cargo inh cell count – recorded beside Dynein cargo inh, whose call it bears; z-score; measured here: cell count per field
# Ins promoter up cell count – second read-out of Ins promoter up, no call of its own (marks repeat the call); cell count; measured here: cytotoxicity, nuclei count;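 total cells summed across four imaged fields per well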
# Hep lipid drop cells 6.5 µM – recorded beside Hep lipid drop, whose call it bears; cell count; measured here: cell count, cytotoxicity flag;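 cells counted across two imaged fields per well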
# bCat nuc transl cell count 5 µM – recorded beside bCat nuc transl, whose call it bears; cell count; measured here: cell count, cytotoxicity flag
# MT stabilize HCS Hoechst-high % – recorded beside MT stabilize HCS, whose call it bears; % Hoechst-high responders; measured here: nuclear condensation Hoechst responders;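 share of cells brighter than vehicle mean plus two SD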
# MT stabilize HCS cytotoxicity % – also measured in MT stabilize HCS; calls as there; toxicity, %; measured here: cytotoxicity by cell density;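 0% = mean cell density of plate MIN control wells and 100% = no cells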
# Autophagy mod cell loss 18 h – recorded beside Autophagy mod, whose call it bears; toxicity, %; measured here: cell loss, nuclei count;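 cell loss after 18 h compound exposure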
# * hit, by the source's call; i = inactive; ? = inconclusive; . = not tested or not shown; + = active, no number. This is a subset (hit frequency here may not be typical).
compound	Yfh1-off respiration	Autophagy mod	Autophagy mod cell loss 18 h	Hep lipid drop	Hep lipid drop cells 6.5 µM	Dynein cargo inh	Dynein cargo inh cytoplasmic EGFP	Dynein cargo inh nuclear GR-EGFP	Dynein cargo inh cell count	Ins promoter up	Ins promoter up cell count	MT stabilize HCS	MT stabilize HCS Hoechst-high %	MT stabilize HCS cytotoxicity %	WT yeast gro inh	WT yeast gro inh mutant strain	bCat nuc transl	bCat nuc transl cell count 5 µM	NOD2 inhibition
COc1ccc(C(CC(=O)Nc2cc(OC)cc(OC)c2)n2cccc2)cc1 (stereo not drawn)	i	i	6	-35	671	-0.36	-0.24	0.11	-0.44	-0.85	1295	1.6	2.0	6.7	9	-10	0.6	1152	-4%
Cc1cc(C)c(C(N)=O)c(NC(=O)Nc2ccccc2)n1	i	i	13	.	.	0.14	-0.094	0.8	0.027	0.17	1421	2.5	1.6	4.8	6	3	0.2	1448	8%
CCOc1ccc(/C=N/Nc2ccccn2)cc1	i	i	9	15	689	-0.88	-0.11	-0.61	0.15	-0.02	1195	1.7	1.9	7.2	6	12	-1.9	1120	-131%
O=C(CCCN1C(=O)/C(=C/c2cccs2)SC1=S)Nc1ccccn1	i	i	-2	-17	706	1.2	-0.051	0.94	-2	.	.	3.1	1.9	2.2	-10	1	-0.6	1022	-8%
COc1ccc(CCn2c(-c3ccco3)nc3ccccc3c2=O)cc1OC	i	i	2	-8	697	0.13	-0.28	0.66	1	-0.49	1293	2.3	2.8	22	9	6	.	.	14%
COc1ccc(S(=O)(=O)Cc2ccc(C(=O)NCCc3ccc(S(N)(=O)=O)cc3)o2)cc1	i	i	8	.	.	-1.1	-0.16	-0.62	0.13	-0.43	986	1.7	2.6	10.0	7	3	-1.7	1130	3%
CC1CC1C(=O)Nc1cc(S(=O)(=O)N2CCOCC2)ccc1N1CCCC1 (stereo not drawn)	i	i	18	4	697	-0.2	-0.17	0.017	-0.86	0.01	1274	1.6	1.4	6.1	0	-31	-1.2	1094	22%
S=C1NC[C@H](c2ccccc2)N1CC1CCCCC1	i	i	-10	-2	692	-0.67	-0.32	-0.15	0.82	0.02	1314	4.5	2.1	8.1	63	67	-2.2	1199	15%
Cc1ccc(S(=O)(=O)c2c(N)n(CCC(C)C)c3nc4ccccc4nc23)cc1	i	i	-1	1	810	0.35	-0.34	0.17	0.29	1	848	2.2	1.3	2.1	-3	-8	.	.	9%
COc1ccc(CNCC(=O)Nc2ccccc2-n2cccc2)cc1	i	i	14	3	685	0.11	-0.3	0.11	-0.51	1.9	1279	33*	25*	77*	1	30	43	219	14%
c1cc2c(cc1C1CCCCC1)c1c3n2CCCNC3CCC1 (stereo not drawn)	i	+	26*	-2	720	-5.8	0.95	-2.7	-4.5	?	.	65	6.9	71	91	96	18	642	24%
CCCC1=[N+](CC(C)=O)CCn2c(C)ccc21	i	i	-26	6	725	-0.56	-0.3	-0.19	0.5	-0.64	1280	4.0	1.9	7.1	2	-3	-0.6	1086	10%
c1ccc(Cc2nnc(-c3ccccc3)o2)cc1	i	i	18	-2	748	-1.6	-0.16	-1	1.9	.	.	3.1	3.2	7.7	0	-7	.	.	-46%
Oc1ccccc1-c1nc2ccccc2nc1-c1ccccc1	i	.	.	-21	664	-1.8	-0.25	-0.66	1.9	0.96	1244	.	.	.	.	.	-1.2	1380	10%
CCOC(=O)N1CCN(C(=S)NC(=O)c2c(-c3c(Cl)cccc3Cl)noc2C)CC1	i	i	4	-12	701	0.26	-0.18	0.85	-0.95	-0.67	1538	3.2	1.5	17	28	6	-3.2	914	-4%
O=c1c2ccccc2nc(SCCN2CCCCC2)n1CCc1ccccc1	i	i	-1	-38	624	0.76	0.14	0.73	-1.5	-1.6	1395	2.4	3.6	9.6	34	22	0.3	1442	33%
c1cc(-c2nsc(-c3ccncc3)n2)ccn1	i	.	.	8	735	-0.14	-0.23	0.35	0.093	0.39	1068	.	.	.	.	.	4.0	1039	-20%
CCc1ccc2[nH]c(=O)c(CN(Cc3ccccc3)C(=O)Nc3ccccc3OC)cc2c1	i	i	-5	12	743	0.28	-0.25	0.2	0.073	-1.5	855	3.0	2.1	4.2	54	24	-1.4	1187	7%
COC(=O)N/N=C\c1c(C)nn(-c2ccccc2)c1Cl	i	i	-5	26	681	-1.1	-0.19	-0.8	0.11	-0.18	1501	5.9	4.0	3.0	0	-1	1.2	1059	-33%
Cc1cccc(-n2c(SCCC(=O)O)nnc2-c2cccs2)c1C	i	i	3	12	776	-0.061	-0.14	0.2	0.076	-0.81	1255	6.7	2.3	5.5	14	10	-3.9	1214	-2%
O=C(O)Cn1cc(C(=O)c2ccco2)c2ccccc21	i	i	5	16	665	0.77	-0.47	0.21	0.21	0.79	1506	3.6	2.8	0.7	3	-6	-0.9	1074	-1%
Cc1cc(C)c2c(=O)[nH]n(C3CC(C)N(C)CC3C)c2n1 (stereo not drawn)	i	.	.	-4	754	-0.49	-0.18	0.06	0.16	-0.57	818	1.5	1.2	4.1	-20	-8	-2.9	1230	10%
CCOC(=O)C1C(=O)N(O)CC1c1cccc(Oc2ccccc2)c1 (stereo not drawn)	i	i	-1	2	699	-0.2	-0.22	-0.17	0.41	0.54	1276	1.4	2.4	0.8	-37	-12	-1.4	1163	4%
O=C(NCc1cccnc1)C(=O)NCC(c1ccco1)N1CCN(c2ccccc2F)CC1 (stereo not drawn)	i	i	-3	-5	631	-0.21	-0.33	-0.37	0.36	0.74	1374	2.1	2.1	7.2	6	-2	-1.0	1012	13%
C(#Cc1ccccc1)C[N+]1(CC#Cc2cccc3ccccc23)CCCC1	i	i	4	-10	540	0.19	-0.22	-0.029	-0.46	?	.	1.9	2.4	2.3	40	38	2.3	479	6%
CC1(C)CC(=O)C2=C(C1)N(c1ccc(F)cc1)C(=O)CC2c1cccnc1 (stereo not drawn)	i	i	13	-69	578	0.33	-0.23	0.36	0.44	.	.	2.8	1.4	3.6	3	-3	-3.2	1136	9%
CC1(C(=O)NCCCNc2ncc(C(F)(F)F)cc2Cl)C=CCN1C(=O)c1ccccc1 (stereo not drawn)	i	i	33	2	749	0.35	-0.00054	0.53	-1.3	0.25	1219	2.2	1.9	9.5	6	-3	-1.3	528	10%
Cc1ccc(NC(=O)C2C3CC4OC(=O)C2C4C3)cc1Cl (stereo not drawn)	i	i	7	-9	707	-1.1	-0.24	-0.67	0.16	0.88	1324	3.7	1.5	0.4	2	-15	.	.	-13%
O=C1NCN(CCO)CN1	i	.	.	-1	795	-0.93	-0.1	0.11	0.67	-0.28	938	.	.	.	.	.	-1.0	1327	25%
CC(C)Oc1cc(NC(=O)CS(=O)CC(=O)N(C)C)c(Cl)cc1Cl (stereo not drawn)	i	i	-15	-5	657	0.34	-0.28	0.099	0.25	.	.	1.5	2.9	9.2	17	8	-1.0	959	0%
CC1CN(C(=O)c2ccccc2)C(=Nc2cccc(S(=O)(=O)N(C)C)c2)S1 (stereo not drawn)	i	i	-17	4	618	0.51	-0.28	0.058	0.41	-0.73	1416	2.5	2.6	8.0	-5	-8	-0.7	1073	3%
O=C(/C=C/c1cccs1)Nc1ccc(N2CCOCC2)c(S(=O)(=O)Nc2cc(Cl)ccc2Cl)c1	i	i	9	2	764	-0.58	-0.13	0.54	0.26	-0.91	1142	3.4	3.7	7.2	7	-18	-1.2	513	32%
O=C(CSc1ccc(-c2cccnc2)nn1)c1ccc([N+](=O)[O-])cc1	i	i	-7	5	697	-0.085	-0.14	-0.096	0.72	-0.3	1330	2.1	1.7	3.0	0	-4	-0.2	1137	3%
